TNAP inhibition – human TNAP enzyme inhibitors, biochemical, luminescent (AID 518) | purified TNAP enzyme, luminescent substrate readout; higher % means a stronger effect | one-dose inhibition, % at 20 µM; IC50 in µM for titrated hits | 64,000 tested, 0.09% active; in the data active means a potency from the dose series; inactive means the rest, 99 in 100 with inhibition below about 22%;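 further: plate controls were vehicle for no effect and reference inhibitor for full effect; many of its hits are not listed in these tables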
Bfl-1 displacement – displacement of Bid BH3 peptide from Bfl-1 – biochemical, fluorescence polarization, FITC-Bid, mouse, primary screen (AID 432); FITC-Bid BH3 peptide fluorescence polarization displacement; higher % means a stronger effect; displacement, % at 20 µM; hits with a dose series show IC50 in µM; 64,000 tested, 0.02% active; in the data active means a potency from the dose series; inactive means the rest, 99 in 100 with displacement below about 15%; further: strong numbers were not always called active
HT1080 viability – cytotoxicity in HT1080 fibrosarcoma cells, cell-based, fluorescence readout (AID 620) | one-dose cytotoxicity, % at 10 µM; EC50 in µM for titrated hits | 87,000 tested, 0.42% active | HT1080 viability, fluorescence; higher % means a stronger effect;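 further: cells exposed to compound overnight then 4 h with Alamar Blue; 0% = vehicle DMSO and 100% = killing control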
Spn PMK inh – inhibitors of Streptococcus pneumoniae phosphomevalonate kinase | 65,000 tested, 0.49% active | inhibition, % at 10 µM | purified PMK, PK/LDH-coupled NADH absorbance 340 nm | AID 539;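 active means top-ranked compounds by inhibition in the single 10 µM screen, taking a fixed number of the strongest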;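 further: 0% = full reaction with DMSO carrier and 100% = background rate without enzyme reaction; no value below 0 was filed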
Spn MK inh – blocks S. pneumoniae mevalonate kinase; purified MK, PK/LDH-coupled NADH absorbance 340 nm; 65,000 tested, 0.48% active; inhibition, % at 10 µM;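 active means ranked among the strongest by inhibition in the single 10 µM screen, a fixed top-ranked set picked for dose follow-up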; further: no value below 0 was filed
Spn DPM-DC inh – blocks S. pneumoniae diphosphomevalonate decarboxylase; calls only at 10 µM; purified DPM-DC, PK/LDH coupled NADH fluorescence; AID 556; 65,000 tested, 0.49% active;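 active means the 320 compounds with the highest percent inhibition in the single-dose primary screen, excluding strongly autofluorescent ones, cut at about 32% in these data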;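 further: kinetic rate of NADH fluorescence loss reporting ADP formed by the decarboxylase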
LYP phosphatase – LYP phosphatase inhibitors, primary screen, biochemical, DiFMUP fluorescence, recombinant catalytic domain, 10 µM (AID 606); inhibition, % at 10 µM, or IC50 in µM where a hit was titrated; 52,000 tested, under 10 active; recombinant LYP catalytic domain, DiFMUP fluorescence; higher % means a stronger effect;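 active means IC50 under 40 µM in the dose-response test; inactive means IC50 of 40 µM or more, or never dose-tested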
KRASV12 cytotoxicity – cytotoxicity in KRAS-transformed pancreatic duct cells, primary screen, cell-based, fluorescence, HTS (AID 431) | HPDE-C7K KRASV12 cells, Alamar Blue viability, 48 h; higher % means a stronger effect | cytotoxicity, % at 10 µM; hits with a dose series show EC50 in µM | 63,000 tested, 1.7% active;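 active means compounds whose percent cytotoxicity in the single-dose primary screen, scaled between solvent and toxic-drug controls, exceeds 50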;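 further: 0% = DMSO solvent wells and 100% = doxorubicin-treated wells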
HPDE-C7 cytotoxicity – cytotoxicity in HPDE-C7 cells, cell-based, fluorescence, HTS (AID 430) | HPDE-C7 pancreatic duct cells viability, fluorescence; higher % means a stronger effect | cytotoxicity, % at 10 µM, or EC50 in µM where a hit was titrated | 63,000 tested, 1.8% active;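 further: cells exposed to compound for 48 hours before viability readout; 0% = vehicle and 100% = reference cytotoxic drug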
Spn PMK inh pilot replicates – also measured in Spn PMK inh; calls as there; inhibition, %; measured here: pilot screen replicates
Spn MK inh pilot replicates – further read-out of Spn MK inh, marked with its call; inhibition, %; measured here: pilot screen replicates
Spn DPM-DC inh pilot screen % – also measured in Spn DPM-DC inh; calls as there; inhibition, %; measured here: pilot screen trials
* = called active by the depositor; i = inactive; . = no result given; + = active, no number. Unless noted, no stated cut-off is given here; in the data, active means cytotoxicity above about 50%; inactive means the rest. Some of the compounds tested; the hit share may differ from the screen's.

SMILES | TNAP inhibition | Bfl-1 displacement | HT1080 viability | Spn PMK inh | Spn MK inh | Spn DPM-DC inh | LYP phosphatase | KRASV12 cytotoxicity | HPDE-C7 cytotoxicity | others
O=C(C1CCN(c2nc3ccc(Br)cc3s2)CC1)N1CCC2(CC1)OCCO2 | 7% | -7% | 0% | 11 | 5 | i | 12% | 8% | -9%
COc1ccccc1N(CC(=O)NC1CCCCC1)C(=O)c1cnn(C(C)C)c1 | 11% | 4% | -1% | 0 | 0 | i | 1% | -5% | 0% | Spn PMK inh pilot replicates=8.0;Spn MK inh pilot replicates=6.0;Spn DPM-DC inh pilot screen %=4.5
Cc1ccc(C)c(NC(=O)CSc2nnc([C@@H](N)Cc3c[nH]c4ccccc34)o2)c1 | 0% | -10% | 26% | 10 | 6 | i | 8% | -6% | -17% | Spn PMK inh pilot replicates=2.0;Spn MK inh pilot replicates=0.5;Spn DPM-DC inh pilot screen %=2.5
CC(=O)OC1N=C(c2ccccc2)c2ccccc2NC1=O (stereo not drawn) | 2% | -5% | 18% | 9 | 3 | i | -2% | -6% | -9%
O=C1CCCC2C3CCCN4CCCC(CN12)C34 (stereo not drawn) | 7% | -1% | -12% | 16 | 8 | i | -1% | . | .
Cc1c(C(=O)N2CCC3(CC2)OCCO3)sc2ncnc(N3CCN(c4ccccn4)CC3)c12 | 6% | -4% | 2% | 10 | 9 | i | -3% | 5% | 7%
CCCC(=O)Nc1ccc(N2CCN(CC)CC2)c(Cl)c1 | 6% | 3% | -1% | 0 | 3 | i | . | 11% | 6%
CCc1cccc2c(C#N)cn(CC(=O)N3CCOCC3)c12 | 10% | 1% | 3% | 0 | 0 | i | -6% | 0% | 9%
CC(=O)N(C1=NCCCS1)c1ccc(F)cc1 | 2% | -1% | -4% | 12 | 0 | i | -6% | 1% | -10%
CNCCc1c[nH]c2ccccc12 | 11% | 0% | -2% | 8 | 4 | i | 18% | 5% | 12% | Spn PMK inh pilot replicates=3.0;Spn MK inh pilot replicates=0.0;Spn DPM-DC inh pilot screen %=2.5
Cc1ccc(C2SCC(=O)Nc3c2c(=O)[nH]n3C2CCOC(C)(C)C2)cc1 (stereo not drawn) | 11% | -5% | 12% | 0 | 0 | i | 5% | 3% | -8% | Spn PMK inh pilot replicates=8.0;Spn MK inh pilot replicates=0.0;Spn DPM-DC inh pilot screen %=1.0
CC(C)=CCC12CN3CCN(CC(C3)C1=O)C2 | 4% | -1% | -1% | 8 | 9 | i | 5% | 1% | -8%
Cn1c(C(=O)N2CCC3(CC2)OCCO3)cc2c(=O)n(C)c3ccccc3c21 | 10% | -4% | 5% | 14 | 0 | i | 7% | 19% | 16% | Spn PMK inh pilot replicates=0.0;Spn MK inh pilot replicates=1.0;Spn DPM-DC inh pilot screen %=3.0
Cc1ccc(CN2C(=O)NC(=O)C3(Cc4c(nc5ccccn5c4=O)N4CCCCCC43)C2=O)cc1 (stereo not drawn) | 4% | 11% | -8% | 9 | 3 | i | . | 2% | -5%
O=C1NC(=O)N(Cc2ccccc2Cl)C(=O)/C1=C/N1CCOCC1 | 17% | 3% | 2% | 0 | 5 | i | 4% | 6% | 8%
CCCC12CN3CN(C1)CC(CCC)(C3)C2O (stereo not drawn) | 4% | -5% | -2% | 9 | 0 | i | 5% | -8% | 1%
CC1=C(C(=O)OC(C)C)[C@]2(C(=O)N(CC(N)=O)c3ccccc32)C(C#N)=C(N)O1 | 11% | -2% | -26% | 8 | 2 | i | 21% | -25% | -10% | Spn PMK inh pilot replicates=2.5;Spn MK inh pilot replicates=0.0;Spn DPM-DC inh pilot screen %=0.0
O=c1[nH]c(=O)n(CCc2ccc(F)cc2)c(O)c1C=NCCCn1ccnc1 | 13% | -1% | -9% | 10 | 9 | i | -20% | 6% | -20% | Spn PMK inh pilot replicates=1.0;Spn MK inh pilot replicates=0.0;Spn DPM-DC inh pilot screen %=0.0
Cc1ccnc(-n2c(C)nc3ccccc3c2=O)c1 | 7% | -4% | 2% | 8 | 9 | i | 2% | -12% | 2%
N[C@@H](Cc1c[nH]c2ccccc12)c1nnc(SCc2c(F)cccc2Cl)o1 | -3% | -2% | 8% | 9 | 8 | i | . | -1% | -3%
COc1ccccc1-n1c(O)c(C=NCCCn2ccnc2)c(=O)[nH]c1=O | 11% | 0% | 10% | 10 | 0 | i | 17% | 7% | 4%
COc1cccc(N2C(=O)CC(=O)NC2=O)c1 | 7% | 3% | 10% | 0 | 8 | i | 1% | -5% | -2%
COc1cccc(-n2c(O)c(C=NCCN3CCOCC3)c(=O)[nH]c2=O)c1 | -7% | -3% | 0% | 4 | 0 | i | 6% | -6% | 2%
O=C1CSC2N1CCNC21CCCCC1 (stereo not drawn) | 7% | -6% | 5% | 12 | 9 | i | . | -13% | -4%
Cn1cc(C(=O)N2CCC3(CC2)OCCO3)c2c3ccccc3n(C)c2c1=O | -3% | -4% | -2% | 9 | 1 | i | 6% | -2% | 3%
New compounds follow
SMILES | TNAP inhibition | Bfl-1 displacement | HT1080 viability | Spn PMK inh | Spn MK inh | Spn DPM-DC inh | LYP phosphatase | KRASV12 cytotoxicity | HPDE-C7 cytotoxicity | others
Cn1c(=O)n(CC(=O)N2CCC3(CC2)OCCO3)c(=O)c2ccccc21 | 9% | -11% | -2% | 7 | 0 | i | 10% | -6% | 0%
O=C(C1CCN(S(=O)(=O)N2CCOCC2)CC1)N1CCC2(CC1)OCCO2 | 3% | 0% | -4% | 23 | 16 | i | 14% | -3% | -21%
CCCCn1c(O)c(C(CC)=NCCc2ccccc2)c(=O)[nH]c1=O | 9% | 0% | -7% | 0 | 5 | i | -31% | 25% | 12%
Cc1ccc(-n2c(O)c(C=NC3CCCC3)c(=O)[nH]c2=O)c(C)c1 | 9% | 1% | -1% | 5 | 0 | i | 17% | 7% | -2%
Cc1nc2c(-c3ccc(F)cc3)c(C)nn2c(C)c1CCC(=O)N1CCC2(CC1)OCCO2 | 9% | -3% | -8% | 5 | 7 | i | . | 9% | 11%
CCOC(=O)c1c(C)n(Cc2ccco2)c2ccc(O)cc12 | 16% | -6% | . | 2 | 0 | i | 6% | -7% | 0%
Cc1c2cnn(CC(=O)N3CCC4(CC3)OCCO4)c(=O)c2c(C)n1Cc1ccccc1 | 7% | -3% | -1% | 13 | 0 | i | 10% | -8% | -2%
O=C(C1CCC(=O)N1C1CCCCC1)N1CCC2(CC1)OCCO2 (stereo not drawn) | 3% | -7% | 18% | 24 | 0 | i | 6% | -4% | 2%
Oc1ccc(C2NCc3ccccc3-n3cccc32)cc1Cl (stereo not drawn) | 10% | 0% | -17% | 9 | 5 | i | . | 4% | -8% | Spn PMK inh pilot replicates=3.5;Spn MK inh pilot replicates=1.5;Spn DPM-DC inh pilot screen %=0.0
CC(C)(C)n1c(O)c(C=Nc2ccc3c(c2)CCC3)c(=O)[nH]c1=O | 16% | -3% | -3% | 10 | 0 | i | 13% | 7% | 3%
COc1ccc(C2SCC(=O)Nc3c2c(=O)[nH]n3C2CCCCCC2)cc1 (stereo not drawn) | 13% | 1% | 2% | 7 | 0 | i | 6% | 80%* | 91%*
O=C(COc1ccc2ccccc2c1)N1CCN(C2CCN(Cc3ccccc3)CC2)CC1 | 10% | 2% | -1% | 0 | 3 | i | 11% | 49% | 35% | Spn PMK inh pilot replicates=2.5;Spn MK inh pilot replicates=0.0;Spn DPM-DC inh pilot screen %=0.0
COc1ccc(-c2cc(C(F)(F)F)n3nc(C(=O)N4CCC5(CC4)OCCO5)cc3n2)cc1OC | 4% | -2% | 4% | 9 | 5 | + | 19% | 2% | -3%
CN1C(=O)C(Cc2ccsc2)C(=O)N(C)C1=O | 3% | 3% | -1% | 5 | 1 | i | 3% | 6% | -1%
CCCCn1c(O)c(C(C)=Nc2cccc(C(=O)O)c2)c(=O)[nH]c1=O | 14% | -11% | -4% | 12 | 2 | i | 6% | 0% | -14% | Spn PMK inh pilot replicates=2.5;Spn MK inh pilot replicates=0.0;Spn DPM-DC inh pilot screen %=3.0
CCCS(=O)(=O)N1CCC(C(=O)N2CCC3(CC2)OCCO3)CC1 | 4% | -5% | 12% | 8 | 2 | i | -6% | 0% | 2%
Cc1cc(N2CCOCC2)nc2ccc(NC(=O)CCC(=O)N3CCC4(CC3)OCCO4)cc12 | -2% | 3% | 1% | 13 | 8 | . | 3% | 2% | 10%
CCCC(=O)c1c(O)[nH]c(=O)[nH]c1=O | 6% | -4% | -2% | 0 | 14 | i | . | -14% | -8%
CC(=O)[C@H]1CC[C@H]2[C@@H]3CC[C@H]4C[C@H](O)CC[C@]4(C)[C@H]3C(=O)C[C@]12C | 7% | 4% | -5% | 2 | 7 | i | 15% | 4% | -15% | Spn PMK inh pilot replicates=0.0;Spn MK inh pilot replicates=0.0;Spn DPM-DC inh pilot screen %=0.5
CC(=Nc1ccc2c(c1)CCC2)c1c(O)n(C)c(=O)n(C)c1=O | 9% | -4% | 6% | 3 | 0 | i | . | -7% | -18%
Cn1c(O)c(C=NCCc2c[nH]c3ccccc23)c(=O)n(C)c1=O | 5% | -2% | . | 4 | 8 | i | 7% | 7% | -6%
O=C(CCCC1=NS(=O)(=O)c2ccccc2N1)N1CCC2(CC1)OCCO2 | 13% | -5% | 2% | 10 | 0 | i | . | -6% | -12%
CC(C)Sc1nnc([C@@H](N)Cc2c[nH]c3ccccc23)o1 | 6% | 0% | 15% | 12 | 12 | i | . | 1% | -2%
CC(=NCc1cccnc1)c1c(O)n(Cc2ccccc2)c(=O)[nH]c1=O | 7% | -1% | -6% | 9 | 4 | i | 14% | -6% | -13% | Spn PMK inh pilot replicates=0.0;Spn MK inh pilot replicates=0.0;Spn DPM-DC inh pilot screen %=0.0
Cc1ccc(Cl)cc1N1CCN(CCN)CC1 | 0% | -3% | 5% | 10 | 8 | i | 12% | 2% | 10%
C=C(C)c1cccc(C(C)(C)NC(=O)NC2CN3CCC2CC3)c1 (stereo not drawn) | 3% | -8% | 13% | 6 | 9 | i | 14% | -10% | -1%

Four compounds picked at random from the list so far:
SMILES | TNAP inhibition | Bfl-1 displacement | HT1080 viability | Spn PMK inh | Spn MK inh | Spn DPM-DC inh | LYP phosphatase | KRASV12 cytotoxicity | HPDE-C7 cytotoxicity | others
Cc1c2cnn(CC(=O)N3CCC4(CC3)OCCO4)c(=O)c2c(C)n1Cc1ccccc1 | 7% | -3% | -1% | 13 | 0 | i | 10% | -8% | -2%
COc1ccc(C2SCC(=O)Nc3c2c(=O)[nH]n3C2CCCCCC2)cc1 (stereo not drawn) | 13% | 1% | 2% | 7 | 0 | i | 6% | 80%* | 91%*
O=C(CCCC1=NS(=O)(=O)c2ccccc2N1)N1CCC2(CC1)OCCO2 | 13% | -5% | 2% | 10 | 0 | i | . | -6% | -12%
Cn1c(=O)n(CC(=O)N2CCC3(CC2)OCCO3)c(=O)c2ccccc21 | 9% | -11% | -2% | 7 | 0 | i | 10% | -6% | 0%

High-throughput results as filed in PubChem BioAssay.
